WRN inhibitor = qHTS for Inhibitors of WRN Helicase; Bifunctional 3'-5' exonuclease/ATP-dependent helicase WRN (Homo sapiens), Q14191; WRN helicase unwinding, fluorescent forked duplex, kinetic; Potency, µM (top dose mostly 114 µM), inactives show at the top dose activity change, negative = inhibition, hits mostly inhibitors; actives 0.46% (n = 360,000); AID 651768, 2012; further: potency means the concentration at half of the fitted maximal effect; on the % scale 0 is the no-effect control and ±100 the full control effect; nearly all actives have a fitted effect of over 55% in size
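Kinetic fluorescence helicase assay: unwinding of a quenched forked DNA duplex (100 nM final) with 2 mM ATP final raises red fluorescence (525/598 nm). Compounds sat 15 min at room temperature with 20 nM WRN beforehand.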
FUS suppressor = qHTS for Suppressors of FUS Proteinopathy: Primary screen using FUS-linked yeast assay. actives 0.24% (n = 390,000). Potency, µM (series often up to 76.6 µM), without a hit: at the highest dose growth rescue (activation), actives largely listed as activators. S. cerevisiae FUS-expressing, growth rescue, OD600, 24 h. AID 1347120, 2019;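 further: potency means the concentration at half of the fitted maximal effect; plate controls were DMSO vehicle for no effect and reference control for full effect; nearly all actives have a fitted effect of over 55% in size; some results filed as inactive show a strong effect at the top dose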
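Steps: raffinose overnight preculture; dilution to OD 0.005 in 2% galactose minimal medium; compound addition (concentration series); 24hr at 30C, 99% humidity; absorbance read at 600 nm.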
EPAC1 antagonist = qHTS for Antagonist of cAMP-regulated guanine nucleotide exchange factor 3 (EPAC1): primary screen; Rap guanine nucleotide exchange factor 3 (Homo sapiens), O95398; actives 0.14% (n = 360,000); Potency, µM (titrated, usually from 115 µM), for inactives: at the top dose activity change, negative = inhibition, actives largely listed as inhibitors; EPAC1 GEF assay, Rap1b-BODIPY-GDP exchange fluorescence; AID 720709, 2013;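 further: potency means the concentration at half of the fitted maximal effect; plate controls were vehicle for no effect and positive control for full effect; nearly all actives have a fitted effect of over 50% in size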
IL2 activator = qHTS of IL-2 Activators | actives 0.065% (n = 360,000) | AID 652025, 2013 | activation, % (series mostly up to about 46 µM) | IL-2 activation reporter assay, cell-based qHTS; stimulated with anti-CD3/CD4/CD28 beads; in transgenic mouse T cells; in the data active means activation above about 50%; inconclusive means mostly about 30% to 49%; further: 0% is about no effect
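Unstimulated transgenic mouse T cells; 60-min compound exposure; bead-based TCR/CD4/CD28 stimulation; 18 h culture, 37 degrees C; dual fluorescence (EGFP, DsRed) plate cytometry.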
aSyn yeast inh = qHTS of alpha-syn Inhibitors | Yeast expressing alpha-synuclein, growth rescue, BacTiter-Glo, 24 h | Potency, µM (highest dose often 46.1 µM), for inactives: top-dose growth rescue (activation), usual class: activators | actives 0.14% (n = 370,000) | AID 652106, 2013; further: potency means the concentration at half of the fitted maximal effect; % of control where 0% means no effect; nearly all actives have a fitted effect of over 65% in size
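Galactose-induced alpha-syn yeast (OD600=0.02, raffinose-pregrown) + pinned cpd, 24 hr, 30 deg C; growth by BacTiter-Glo luminescence. Growth restoration scores as activation.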
PLK1 PBD inh = qHTS for Inhibitors of PLK1-PDB (polo-like kinase 1 - polo-box domain): Primary Screen; Serine/threonine-protein kinase PLK1 (Homo sapiens), P53350; Plk1 PBD binding of FITC phosphopeptide, fluorescence polarization; Potency, µM, without a hit: max response, negative = inhibition, usual class: inhibitors; actives 2.8% (n = 360,000); AID 720504, 2013; further: potency means the concentration at half of the fitted maximal effect; series mostly up to about 57 µM; on the % scale 0 is the no-effect control and ±100 the full control effect; nearly all actives have a fitted effect of over 65% in size
Target sequence (P53350 whole entry, looked up, the tested form may be a part): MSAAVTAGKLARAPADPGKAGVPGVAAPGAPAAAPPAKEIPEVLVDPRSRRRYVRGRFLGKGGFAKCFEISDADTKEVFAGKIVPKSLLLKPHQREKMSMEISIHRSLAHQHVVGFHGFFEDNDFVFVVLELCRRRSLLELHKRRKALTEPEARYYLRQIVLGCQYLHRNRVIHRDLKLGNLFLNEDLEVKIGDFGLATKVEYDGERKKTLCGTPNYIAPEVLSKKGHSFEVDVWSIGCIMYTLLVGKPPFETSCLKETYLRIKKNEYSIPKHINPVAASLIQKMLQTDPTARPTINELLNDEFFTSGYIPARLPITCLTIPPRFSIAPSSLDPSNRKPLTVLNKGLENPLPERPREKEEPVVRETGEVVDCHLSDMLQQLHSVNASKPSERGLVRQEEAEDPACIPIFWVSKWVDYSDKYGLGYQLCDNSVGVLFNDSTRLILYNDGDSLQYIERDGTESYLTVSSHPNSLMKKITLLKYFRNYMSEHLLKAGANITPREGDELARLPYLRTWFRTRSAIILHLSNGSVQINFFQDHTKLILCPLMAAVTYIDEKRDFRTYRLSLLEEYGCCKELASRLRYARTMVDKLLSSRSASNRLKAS
Abeta yeast res = qHTS for compounds that reverse cellular toxicity of Amyloid beta (A-beta) peptide in yeast: Primary Screen; Potency, µM (highest dose often 46.1 µM), without a hit: at the top dose growth rescue, most hits filed as activators; yeast expressing A-beta42, growth rescue, OD600, 48 h; response scale: 0% DMSO, 100% iron-clioquinol control; actives 0.063% (n = 410,000); further: potency means the concentration at half of the fitted maximal effect; nearly all actives have a fitted effect of over 55% in size
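Yeast A-beta toxicity model in growth medium with pinned compounds, 48 h at 30 C; growth read as absorbance at 600 nm. Normalized to FeCl3/clioquinol equimolar mix (positive) and DMSO (negative).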
PI5P4K alpha inh = qHTS for Inhibitors of phosphatidylinositol 5-phosphate 4-kinase (PI5P4K); max response, %; actives 1.2% (n = 330,000); AID 652105, 2013; Phosphatidylinositol 5-phosphate 4-kinase type-2 alpha (Homo sapiens), P48426; PI5P4Kalpha enzyme, ADP-Glo luminescence, 60 min; stronger effect = lower value; active means max response of -50% or lower; inconclusive means between -30% and -50%; inactive means -30% or higher; further: value at the top dose of about 77 µM; on the % scale 0 is the no-effect control and ±100 the full control effect
Target sequence (P48426 whole entry, looked up): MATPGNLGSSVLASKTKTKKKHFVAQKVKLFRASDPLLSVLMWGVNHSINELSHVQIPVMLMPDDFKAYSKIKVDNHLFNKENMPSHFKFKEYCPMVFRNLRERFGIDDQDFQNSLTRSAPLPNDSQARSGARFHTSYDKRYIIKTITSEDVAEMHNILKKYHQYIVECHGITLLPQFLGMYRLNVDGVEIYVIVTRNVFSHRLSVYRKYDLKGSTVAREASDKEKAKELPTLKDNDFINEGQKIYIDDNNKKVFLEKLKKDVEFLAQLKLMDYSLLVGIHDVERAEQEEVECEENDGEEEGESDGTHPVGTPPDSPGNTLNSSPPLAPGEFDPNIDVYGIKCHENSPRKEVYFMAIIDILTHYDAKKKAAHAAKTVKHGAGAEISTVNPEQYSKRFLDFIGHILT
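PI5P4Kalpha ADP-Glo assay; 5 microM ATP final; 60 min RT reaction; HEPES pH 7.4/EGTA/CHAPS, 5% DMSO; controls lacking substrate or enzyme; luminescent end-point.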
EPAC1 agonist = qHTS for Agonist of cAMP-regulated guanine nucleotide exchange factor 3 (EPAC1): primary screen; EPAC1 agonist qHTS, biochemical assay; response scale: 100% = response to 6.5 mM cAMP; actives 0.073% (n = 360,000); Rap guanine nucleotide exchange factor 3 (Homo sapiens), O95398; Potency, µM (highest dose often 154 µM), inactives show at the top dose activation, most hits filed as activators; further: potency means the concentration at half of the fitted maximal effect; nearly all actives have a fitted effect of over 60% in size
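Nucleotide exchange assay: 100 nM EPAC1 with 250 nM Rap1B loaded with BODIPY-GDP and 50 uM GDP, room temperature. Fluorescence (480/540 nm) read every 5 min for 30 min; signal change normalized to 6.5 mM cAMP as full agonist.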
An asterisk follows results filed as active; ? = inconclusive; · = no result given; [ ] = remark or other dose. Unless noted, the call rests on the fitted dose curve; in most records, active means well fitted curve in the direction sought with a large enough effect; inconclusive means small, poorly fitted or top-dose-only effect, or another doubt; inactive means no such curve, though single readings can be large; an effect the other way counts as inactive or inconclusive.

SMILES	WRN inhibitor	FUS suppressor	EPAC1 antagonist	IL2 activator	aSyn yeast inh	PLK1 PBD inh	Abeta yeast res	PI5P4K alpha inh	EPAC1 agonist
COc1ccc(S(=O)(=O)Nc2ccncc2)c(C)c1C	-4%	-6%	6%	1.1	3%	-1%	-5%	-6	-7%
O=C(Nc1ccccc1)Nc1ccc(Oc2ncnc3cc(Cl)ccc23)nc1	1%	1%	11%	0.0	0%	-4%	-4%	5	9%
CC12CN3CC(C)(CN(C1)C3c1ccc(Cl)cc1)C2 (configuration not stated)	-15%	-29%	4%	-0.2	-6%	-9%	2%	0	8%
O=C(COC(=O)/C=C/c1ccccc1Cl)NC1CC1	-2%	?	-4%	1.7	-7%	0%	-8%	-17	6%
COC(=O)CCCC1=CC2=CC(=O)C(C)(OC(=O)c3cccs3)C(=O)C2=CN1CC1CC1 (configuration not stated)	-3%	?	-4%	-0.1	-1%	-11%	-1%	3	1%
Cc1cc(C)n(C(=O)c2cccc(S(=O)(=O)N3CCCC3)c2)n1	1%	28%	14%	-0.5	-3%	-5%	-12%	·	2%
COc1ccc(N2CC(C(=O)Nc3ccc(N4CCOCC4)cc3)CC2=O)cc1 (configuration not stated)	4%	9%	3%	5.1	3%	-2%	-8%	0	0%
CCCn1c(=O)c(C(=O)NNS(=O)(=O)c2ccc(NC(=O)OC)cc2)c(O)c2ccccc21	-20%	4%	8%	0.3	-6%	-18%	5%	-1	12%
CCc1ccc(NC(=O)C(C)Sc2nnc(CN3CCCC3)o2)cc1 (configuration not stated)	-4%	6%	7%	0.8	-9%	-5%	1%	-3	-1%
CCOc1ccc(Br)cc1S(=O)(=O)Nc1ccc(C(=O)OCC(=O)Nc2ccc(C#N)cc2)cc1	-13%	?	-21%	0.0	-7%	-19%	·	1	4%
COC(=O)CN(c1ccccc1)S(=O)(=O)c1ccccc1	-1%	-3%	13%	-1.1	2%	-2%	27%	·	-7%
CCC(C)(C)NC(=O)C(c1ccc(OC)cc1)N(CC1CCCO1)C(=O)CCC(=O)Nc1cc(C)on1 (configuration not stated)	2%	23%	-12%	-0.1	10%	-1%	18%	8	-2%

Results in EPAC1 antagonist and WRN inhibitor, for some of the entries so far:
Compound	EPAC1 antagonist	WRN inhibitor
O=C(COC(=O)/C=C/c1ccccc1Cl)NC1CC1	-4%	-2%
COC(=O)CCCC1=CC2=CC(=O)C(C)(OC(=O)c3cccs3)C(=O)C2=CN1CC1CC1 (configuration not stated)	-4%	-3%

Continuation.
SMILES	WRN inhibitor	FUS suppressor	EPAC1 antagonist	IL2 activator	aSyn yeast inh	PLK1 PBD inh	Abeta yeast res	PI5P4K alpha inh	EPAC1 agonist
CN(c1ccccc1)S(=O)(=O)c1cccc(NC(=O)CN2C(=O)NC3(CCCCC3)C2=O)c1	3%	5%	-4%	1.4	-2%	0%	-7%	2	5%
CCC(C)(C)NC(=O)C(c1ccc(F)cc1)N(Cc1ccco1)C(=O)c1snc(C(N)=O)c1N (configuration not stated)	-18%	26%	9%	-1.7	2%	-4%	16%	·	-13%
COc1ccc(OCC(O)CNC(=O)Nc2ccccc2)cc1 (configuration not stated)	2%	4%	-1%	-1.9	4%	6%	6%	0	-7%
Cc1cc(C)cc(-n2ncc3c2CCCC3NC(=O)c2cc(C)n(C)n2)c1 (configuration not stated)	-4%[57.1 µM]	19%	2%	-2.7	7%	3%	-7%	2	-5%
Cc1cc(Cn2nc(C(=O)NCC3CC3)cc2-c2ccccc2)on1	8%	8%	-7%	0.7	3%	-7%	-6%	-1	-11%
CCCCN1CC(=O)N2[C@H](c3ccc(Cl)cc3)[C@@H]3C(=O)N(CC)C(=O)[C@@H]3[C@]2(C)C1=O	13%	-11%	7%	-1.8	-2%	-9%	-5%	2	-7%
Cc1cc(NC(=O)CCN2C(=O)c3ccccc3C2=O)no1	0%	26%	11%	-0.1	-1%	-1%	0%	·	1%
O=S(=O)(c1cccc2nsnc12)N1CCc2ccccc21	2%	5%	17%	-3.7	17%	-2%	3%	·	5%
O=C(NCCCN1CCCC1=O)C1CCN(S(=O)(=O)c2ccc(F)cc2)CC1	-7%	-7%	-14%	0.0	1%	-1%	7%	2	11%
COCCCN1C(=O)C(=O)/C(=C(/O)c2ccc(OC(C)C)c(C)c2)C1c1ccncc1 (configuration not stated)	-8%	22%	-23%	-0.5	5%	-4%	4%	0	5%
CC(C)(C)OC(=O)N(Cc1ccccc1)Cc1ccc(OCc2cccc(NC(=O)C3CC3)c2)cc1	-7%	35%	-10%	-0.7	2%	-9%	-5%	11	10%
C[C@H](CO)N1C[C@H](C)[C@@H](CN(C)Cc2ccccc2)Oc2c(NS(=O)(=O)c3ccccc3)cccc2C1=O	-1%	-4%	-5%	0.7	-5%	1%	-9%	2	-5%
COc1cc(C(=O)NCCC(=O)NCCCN2CCCCC2)cc(OC)c1OC	12%	12%	9%	-3.0	-3%	-3%	0%	·	5%
COc1cc(CC(=O)OCC(=O)Nc2ccc(N(C)C)cc2)cc(OC)c1OC	-4%	16%	-12%	-0.2	0%	-13%	-13%	-2	-1%
Cc1ccc(Cl)cc1NC(=O)C1CC1c1ccccc1 (configuration not stated)	1%	-8%	-1%	1.1	-8%	-2%	21%	7	10%
COc1ccc(NS(=O)(=O)c2ccc(C)c(NC(=O)c3ccc(C)c(S(=O)(=O)N4CCOCC4)c3)c2)cc1	-3%	?	-17%	-5.4	-7%	-9%	-12%	-9	11%
O=C(NCc1cccnc1)c1ccc(NC(=O)c2cccc([N+](=O)[O-])c2)cc1	-1%	6%	-15%	0.5	0%	-6%	-3%	-5	2%
CN(C)S(=O)(=O)N1CCCC(C(=O)c2ccc(-c3ccccc3)c(F)c2)C1 (configuration not stated)	-5%	?	-8%	-1.1	14%	-6%	13%	6	-5%
CC[C@]12c3[nH]c4ccc(Cl)cc4c3CCN1C(=O)[C@@H](CC(=O)NCCCn1ccnc1)C[C@@H]2C(=O)N1CCN(C(=O)C2CC2)CC1	-1%[11.6 µM]	-2%	0%	0.8	1%	-1%	7%	3	-20%
CCc1ccc(N2CC(C(=O)OCC(=O)Nc3ccc([N+](=O)[O-])cc3)CC2=O)cc1 (configuration not stated)	-19%	·	-12%	-4.2	-1%	0%	-4%	14	3%
O=C(NC(c1ccc(-c2ccccc2)cc1)c1cnccn1)C1CCN(CCCOc2ccccc2)CC1 (configuration not stated)	-2%	32%	-7%	-0.7	-1%	1%	-12%	4	-1%
COc1ccc(C(=O)Nc2ccc(Oc3nc(C)nc4sc(-c5ccccc5)cc34)cc2)cc1OC	-6%	-12%	-10%	-4.2	4%	-9%	-1%	3	-17%
O=C(COc1ccccc1)Nc1nnc(-c2ccc3c(c2)CCCC3)o1	-7%	9%	-17%	-2.5	10µM*	-13%	?	-4	-11%
Cc1cc(C)n(-c2nc(-c3ccc(Cl)cc3)cs2)n1	7%	-1%	6%	-0.6	-3%	-12%	-10%	-3	8%
Clc1ccc(-c2nc3ccc(Cl)cn3c2Cc2ccccc2)cc1	-11%	12%	-5%	-1.0	25%	-5%	-29%	7	5%
O=[N+]([O-])c1ccc(C(O)C23CN4CN(CN(C4)C2)C3)cc1 (configuration not stated)	14%	-23%	2%	0.0	-6%	-11%	5%	-9	8%
CCCCc1nc2ccccc2c(=O)n1NC(=O)c1c(O)c2cccc3c2n(c1=O)CC3	-6%	-15%	?	0.1	1%	-6%	-3%	4	0%
COc1ccc([N+](=O)[O-])cc1NS(=O)(=O)c1ccc(C)cc1	0%	-28%	-1%	-2.8	1%	-3%	13%	2	-1%
CCC(=O)/C=C1\Sc2ccc(OC)cc2N1CC	-5%	12%	4%	-2.0	0%	?	-8%	·	7%
C=CCN1C(=O)C(Cc2cccc(Cl)c2)SC1=Nc1ccc(C(=O)O)cc1 (configuration not stated)	-3%	6%	1%	0.3	11%	-25%	-5%	1	4%
CN1C(=O)c2oc3ccccc3c(=O)c2C1c1cccnc1 (configuration not stated)	-9%	23%	-22%	-4.5	0%	?	-8%	0	3%
CCO[C@@H]1OC(C(=O)O)=C[C@H](c2ccc(C(F)(F)F)cc2)[C@H]1CCCO	9%	-9%	8%	-0.5	1%	2%	-13%	1	-5%
COc1ccc(CNCCNC(=O)c2cccs2)cc1OC	4%	5%	6%	-1.7	5%	6%	-20%	-2	2%
Cc1ccccc1C(=O)NNC(=O)c1cccc([N+](=O)[O-])c1	-4%	15%	-14%	1.6	-2%	?	-5%	1	-2%
Cc1ccc(NC(=O)c2ccc(N3CCOCC3)c([N+](=O)[O-])c2)cc1S(=O)(=O)N1CCOCC1	-16%	·	-7%	1.4	-1%	1%	-4%	7	11%
COC(=O)c1sccc1NC(=O)COc1cccc(C)c1	-4%	0%	1%	0.8	3%	-5%	-16%	15	11%
CCCCOC(=O)c1ccc(NC(=O)C(=O)NCc2ccccn2)cc1	?	2%	-16%	-0.1	-7%	-12%	-25%	3	9%
CN(c1ccc(C(=O)NCCSCc2ccco2)cc1)S(C)(=O)=O	-13%	-41%	10%	-3.5	1%	-10%	9%[9.22 µM]	-4	3%

Random draw from the library; about 4.1% have a hit in one of these screens.
